Screening data: PubChem BioAssay, Emory University Molecular Libraries Screening Center
14-3-3g Raf: modulators of 14-3-3 gamma protein binding, primary screen, biochemical, fluorescence polarization; 14-3-3 protein gamma (Homo sapiens), P61981; FP, 14-3-3gamma / TMR-pS259-Raf peptide binding; inhibition, % at 40 µM; 160,000 tested, 0.19% active; in the data active = inhibition above about 30%;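 also: 0% = protein plus tracer without compound and 100% = blank with tracer alone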
Target sequence (P61981 whole entry, looked up): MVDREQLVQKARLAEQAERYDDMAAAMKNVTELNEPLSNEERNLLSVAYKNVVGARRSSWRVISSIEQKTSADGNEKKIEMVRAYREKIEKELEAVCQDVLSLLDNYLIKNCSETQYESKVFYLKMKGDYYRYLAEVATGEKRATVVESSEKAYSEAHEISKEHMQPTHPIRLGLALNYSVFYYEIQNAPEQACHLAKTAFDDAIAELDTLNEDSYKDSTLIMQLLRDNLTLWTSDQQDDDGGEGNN
* marks the source's active call; other numbers are inactive results; & = joins results of further samples. The list is partial; the hit share may differ from the screen's.

SMILES	14-3-3g Raf
CC(=O)c1nn(-c2cccc([N+](=O)[O-])c2)nc1C	8
CCN(CC)CCOC(=O)c1cccc(Cl)c1	-2
CC(C)(C)C(=O)Nc1nc(-c2ccc([N+](=O)[O-])cc2)cs1	4
N#Cc1ccccc1NC(=O)CC1Sc2ccccc2NC1=O (stereo unspecified)	-3
COc1ccc(-c2nsc(SCC(=O)Nc3cc(C)on3)n2)cc1	-12
COc1ccc(CC(=O)Nc2ncn[nH]2)cc1	-4
Cc1c(C(=O)NCc2ccccn2)oc2ccc(S(=O)(=O)N3CCC(C)CC3)cc12	63*
COc1ccc2ccccc2c1CN1CCCC(CO)C1 (stereo unspecified)	1
Clc1ccc(SCCc2nc3ccccc3o2)cc1	-16
COc1ccc(C(NC(=O)c2ccc(=O)[nH]c2)C(=O)Nc2ccc(C(C)C)cc2)cc1 (stereo unspecified)	-136
COc1cc2c(cc1NC(=O)CN1CCN(S(=O)(=O)c3ccc(C(C)C)cc3)CC1)oc1ccccc12	-7
COc1ccc(C2C(C(C)=O)=C(C)Nc3ncnn32)cc1 (stereo unspecified)	-8
O=C1CN(C(=O)C2CC2)C(c2ccc(F)cc2)c2cc(Br)ccc2N1 (stereo unspecified)	-4
Cc1ccccc1C(=O)N1CCC(C(=O)Nc2ccccc2C(F)(F)F)CC1	4
Cc1ccc(N=Cc2cc3c(cc2[N+](=O)[O-])OCO3)cc1I	-4
COc1cccc(-c2cc(C(F)(F)F)nc(NCCc3ccc(OC)c(OC)c3)n2)c1	-3
O=C(CCSc1nnc(-c2ccncc2)o1)Nc1ccccc1	7
COc1cc(C(c2sc3nc(C)nn3c2O)N2CCc3ccccc3C2)cc(OC)c1OC (stereo unspecified)	-5
Cc1ccc(S(=O)(=O)c2c(C)nn(C(C)(C)C)c2OC(=O)c2ccco2)cc1	-2
COC(=O)c1ccc(CSc2nc3c([nH]c4ccccc43)c(=O)n2-c2ccc(Cl)cc2)o1	2
Cc1ccc(C(CCN2C(=O)c3ccccc3C2=O)C2CCOC(C)(C)C2)cc1 (stereo unspecified)	7
O=C1C2CCCCC2C(=O)N1c1ccc(N2CCN(c3ccccn3)CC2)c([N+](=O)[O-])c1 (stereo unspecified)	2
Cc1nc2cc(NS(=O)(=O)c3cccc(F)c3)ccc2s1	-5
CCOC(=O)c1cnc(N2CCOCC2)[nH]c1=O	-6
Cc1ccc(C(=O)NCCc2ccccc2)o1	-6

(next part)
SMILES	14-3-3g Raf
CCN1CCN(Cc2nc3ccc([N+](=O)[O-])cc3c(=O)n2-c2ccc(OC)cc2OC)CC1	-4
CCc1c(C)c(C#N)c2nc3ccccc3n2c1NCCc1ccc(OC)c(OC)c1	-12
CCCCn1c(SCC(N)=O)nc2sc3c(c2c1=O)CCC3	-20
O=C(CSCc1ccccc1)N1CCN(Cc2ccc3c(c2)OCO3)CC1	-1
CCOc1cc(C2NC(=S)NC(C)=C2C(=O)Nc2ccccc2C)ccc1O (stereo unspecified)	1
Cc1cc(N)c(-n2cc3c(=O)n(C)c(=O)n(C)c3c2)cc1C	-8&0
COc1ccc(Cn2nnnc2C(C(C)C)N2CCN(c3ccccc3OC)CC2)cc1 (stereo unspecified)	1
O=C1c2ccccc2-c2onc3c(N4CCN(C(=O)c5ccco5)CC4)cc(Nc4ccc5c(c4)OCO5)c1c23	-107
COCc1cc(C)nc(Nc2cc(C)ccc2C)c1C#N	-4
Cc1ccc(-n2nc3c(c2NC(=O)c2ccc(C)c(C)c2)CSC3)c(C)c1	-5
CN(CCNC(=O)c1ccc(/C=N/O)nc1)Cc1ccccc1	4
COc1ccc(NC(=O)c2ccc3c(=O)n(Cc4ccco4)c(=S)[nH]c3c2)cc1	-31
O=C(c1ccco1)N1CCN(S(=O)(=O)c2cccc3cccnc23)CC1	-4
C=C(C)Cn1c(=O)c2c(nc3n2CCN3c2cccc(Cl)c2C)n(C)c1=O	-4
CNS(=O)(=O)c1cc(-c2nnc(Nc3ccc(F)cc3)c3ccccc23)ccc1C	-8
Cc1cccc(NCC(O)Cn2cnc3c2c(=O)n(C)c(=O)n3C)c1 (stereo unspecified)	-10
O=C1CCCc2oc3ccc(NS(=O)(=O)c4ccc(F)cc4)cc3c21	1
CCOC(=O)c1ccc2ncc(C(=O)OCC)c(Nc3ccc(C)c(Cl)c3)c2c1	-5
CCc1c(O)nc(SCC(=O)Nc2ccc(C)cc2)n(C2CCCCC2)c1=O	-28
CC(C)(C)NS(=O)(=O)c1ccc(CCC(=O)N2CCCCC2)cc1	-5
COc1cc(NC(=O)c2ccc(COCC(F)(F)F)o2)cc(OC)c1OC	-5
CC(NC(=O)c1cn(C)c2ccc(S(=O)(=O)N3CCCC3)cc2c1=O)c1ccc2c(c1)OCCO2 (stereo unspecified)	-2
CCCCC(=O)N1c2ccccc2NC2=C(C(=O)CCC2)C1c1ccc(O)c(OC)c1 (stereo unspecified)	-1
CC(=O)N1CCc2c(sc(NC(=O)c3ccc(S(=O)(=O)N4CC(C)OC(C)C4)cc3)c2C(N)=O)C1 (stereo unspecified)	-90
Fc1ccc(CNc2nc(-c3ccc(F)cc3)cc(C(F)(F)F)n2)cc1	0

Next section.
SMILES	14-3-3g Raf
CC(C)(C)C1=C(C#N)C(c2ccc3c(c2)OCO3)C(C#N)=C(N)O1 (stereo unspecified)	5
CCC(C)NC(=O)c1cc2n(n1)C(C(F)(F)F)CC(c1ccc(F)cc1)N2 (stereo unspecified)	-4
CCn1c2ccccc2c2nnc(SCc3ccc(C(=O)OC)o3)nc21	-6
CN=C1SC(CC(=O)Nc2ccc(N3CCOCC3)cc2)C(=O)N1C (stereo unspecified)	-2
CCCc1cc(=O)[nH]c(SCC(=O)NC(=O)c2ccccc2)n1	-4
CC1=C(C(=O)OC(C)C)C(c2coc3ccc(Cl)cc3c2=O)C2=C(CCCC2=O)N1 (stereo unspecified)	1
Cc1cc2nsnc2c(S(=O)(=O)NCC(=O)O)c1C	-2
COc1ccc(C2C(C(=O)OC(C)C)=C(C)NC3=C2C(=O)CCC3)cc1 (stereo unspecified)	-3
COc1cccc(-c2nnc3sc(-c4ccco4)nn23)c1	5
CCOc1ccc(OCC)c(NC(=O)C2CCCN2S(=O)(=O)c2cccc3cccnc23)c1 (stereo unspecified)	-7
O=C(O)CCC(=O)Nc1ccc(S(=O)(=O)Nc2ccc(F)cc2)cc1	10
Cc1ccc(C=Nc2sc3c(c2C#N)CCCC3)o1	-23
CCOc1ccccc1-n1nnnc1SCC(=O)Nc1cc(C)on1	7
COc1ccc(N(CC(O)Cn2nnc3ccccc32)S(=O)(=O)c2ccc(C)cc2)cc1 (stereo unspecified)	-5
COc1cccc(N2CCN(CC(=O)Nc3nnc(-c4ccccc4)s3)CC2)c1	-11
COc1ccc(C(=O)Nc2ccc(NC(=O)c3ccc(Br)cc3)cc2)cc1	-3
Cc1ccc(-n2c(=O)c3ccccc3n(CC(=O)Nc3cccc(C(F)(F)F)c3)c2=O)cc1	-7
O=C(C1c2ccccc2Oc2ccccc21)N1CCN(c2ccc(F)cc2)CC1	4
COc1ccc(N(C)S(=O)(=O)c2cc(Br)cc3c2N(C(=O)C2CC2)CC3)c(OC)c1	-76
Cc1ccc(NC(=O)c2cc(S(=O)(=O)NCc3ccc(C(=O)O)cc3)ccc2F)cc1Cl	2
CC(C)OCCCNC(=O)c1cc2c(=O)[nH]c3ccccc3c2n1C	-2
Cc1ccc(C)c(CSc2nc3c(c(=O)n2-c2ccc(Br)cc2)SCC3)c1	-10
COC(=O)c1c(C)[nH]c(C(=O)OCc2ccc(F)cc2)c1C	1
CCCCOC1(C)NC(=O)N(C(C)(C)C)C(=O)C1(Cl)Cl (stereo unspecified)	1
CCCNS(=O)(=O)c1ccc(F)c(C(=O)Nc2ccc(Br)cc2)c1	-6

Overlap with the part before: 7 compounds, followed by the next part.
SMILES	14-3-3g Raf
COc1ccc(N(C)S(=O)(=O)c2cc(Br)cc3c2N(C(=O)C2CC2)CC3)c(OC)c1	-76
Cc1ccc(NC(=O)c2cc(S(=O)(=O)NCc3ccc(C(=O)O)cc3)ccc2F)cc1Cl	2
CC(C)OCCCNC(=O)c1cc2c(=O)[nH]c3ccccc3c2n1C	-2
Cc1ccc(C)c(CSc2nc3c(c(=O)n2-c2ccc(Br)cc2)SCC3)c1	-10
COC(=O)c1c(C)[nH]c(C(=O)OCc2ccc(F)cc2)c1C	1
CCCCOC1(C)NC(=O)N(C(C)(C)C)C(=O)C1(Cl)Cl (stereo unspecified)	1
CCCNS(=O)(=O)c1ccc(F)c(C(=O)Nc2ccc(Br)cc2)c1	-6
O=C(NCCCN1CCCC1=O)c1cccc(N2CCCC2=O)c1	-7&-12
COc1ccccc1N=C(C)C1=C(O)CSC1=O	-18
CCOc1ccc(-n2c(=O)c3c4c(sc3n(Cc3cc(=O)n5ccccc5n3)c2=O)CCC4)cc1	-8
CCCOc1ccc(C2Oc3ccccc3C3CC(c4cccs4)=NN32)cc1 (stereo unspecified)	-49
Cc1c(C(=O)N2CCN(C)CC2)oc2ccc(S(=O)(=O)N3CCOCC3)cc12	1
CC(=O)N1C(C(=O)O)CSC1c1ccc(C)cc1 (stereo unspecified)	1
CCn1c2ccccc2c2cc(NC(=O)C3c4ccccc4C(=O)N(CCOC)C3c3c[nH]c4ccccc34)ccc21 (stereo unspecified)	-10
CCOC(=O)C1CCN(CC(=O)Nc2c(C(=O)OC)[nH]c3ccc(Cl)cc23)CC1	5
CC1CCCCC1NS(=O)(=O)c1cc(C(=O)Nc2ccc(Br)cc2)ccc1F (stereo unspecified)	-19
COc1ccc(CCNC(=O)c2cc(-c3ccc(Br)cc3)on2)cc1OC	-12
Cc1ccc(N2C(=O)C(Cl)=C(NC3CCCCC3)C2=O)c(C)c1	-5
COc1cccc(-c2ccc(=O)n(CC(=O)NCCN3CCOCC3)n2)c1	-6
Cc1nnc(NC2=NCCC2)o1	-1
Cc1cc(CSc2ccccc2)ccc1NS(=O)(=O)c1ccc2c(c1)OCCO2	-4
CCCc1nnc(SCC(=O)Nc2ccc(OCC)cc2)n1N	-9
COc1ccc(-c2cc3ccccn3c2C)cc1	-33
CC1=C(C)CC2C(=O)N(c3ccc(F)cc3)C(=O)C2C1 (stereo unspecified)	-4
Cn1c2c(c(=O)n(C)c1=O)C(c1cccc(F)c1)C1=C(N2)c2ccccc2C1=O (stereo unspecified)	-194
CCOC(=O)C1=C(C)NC(=O)C(C#N)C1c1ccncc1 (stereo unspecified)	-3
COC(=O)c1ccccc1N1C(=O)C2C(C1=O)C1C=CC2C12CC2 (stereo unspecified)	-10
CCCS(=O)(=O)N1CCCC(C(=O)NCc2ccc3c(c2)OCO3)C1 (stereo unspecified)	-4
COCCNC(=O)Cn1nc(C(F)(F)F)c(Cl)c1C	-3
CC(C)c1ccc(NC(=O)Cc2c(C(=O)O)[nH]c3ccccc23)cc1	1
CCCCN(C)CCCNC(=O)C1CC(=O)N(Cc2ccc(OC)cc2)C1 (stereo unspecified)	9
Cc1c(N=Cc2ccccc2OCc2ccccc2)c(=O)n(-c2ccccc2)n1C	1

(cont.)
SMILES	14-3-3g Raf
CC(C)(C)c1ccc(-c2nc3ccccc3c(=O)[nH]2)cc1	1
Cc1c(=O)n(OCc2ccccc2)c2ccccc2[n+]1[O-]	0
COc1ccc(-c2nnc(SCC(=O)Nc3ccc(Cl)cc3)n2C)cc1	-10
O=c1oc2ccc3ccccc3c2cc1-c1nnc(Nc2ccccc2F)s1	-5
CCCCc1c(C)c(C#N)c2[nH]c3ccccc3n2c1=O	-4
COC(=O)c1c(NC(=O)c2ccc(S(=O)(=O)N3CCOCC3)cc2)sc2c1CCN(C)C2	2&-14
COC(=O)c1ccc(C2C3=C(CC(c4ccc(OC)c(OC)c4)CC3=O)Nc3ccccc3N2C(C)=O)cc1 (stereo unspecified)	-4
CC(CN1CCCC1)OC(=O)c1ccc(C(C)(C)C)cc1 (stereo unspecified)	-1
O=C(O)C1C2C=CC(C2)C1C(=O)NCCc1ccccc1 (stereo unspecified)	1
O=C(c1coc(=O)c2ccccc12)N1CCN(c2ccc([N+](=O)[O-])cc2)CC1	-2
N#Cc1cc(Sc2nc3ccccc3o2)c([N+](=O)[O-])cc1C#N	-5
COc1ccc(C2=C(NCCc3ccc(S(N)(=O)=O)cc3)c3ccccc3C2=O)cc1	-18
C=CCNc1ncnc2c1c(-c1ccccc1)cn2-c1ccc(Cl)cc1	-2
CCCCOc1ccc(C(=O)NCc2n[nH]c(=S)n2-c2ccc(Br)cc2)cc1	-12
CC(=O)c1c(N2CCOCC2)nc(=S)n(-c2cc(C)ccc2C)c1C	0
C=CCN(CC=C)C(=O)Nc1cc(Cl)ccc1OC	7
O=C(NC1CCCCC1)C(c1ccco1)N(Cc1cccnc1)C(=O)C1COc2ccccc2O1 (stereo unspecified)	-1
COc1cc2c(cc1NC(=O)COC(=O)Cn1cnc3ccccc31)oc1ccccc12	-10
CCn1c(C(C)NC(=O)C(C)(C)C)nc2ccccc21 (stereo unspecified)	6
CCC(Sc1nc2ccccc2o1)C(=O)Nc1nnc(C)s1 (stereo unspecified)	6
O=C(Cc1ccccc1)Nc1ccc2oc(-c3ccc(I)cc3)nc2c1	-14
CC1CCCCN1C(=O)c1cc(-c2ccc3c(c2)OCO3)on1 (stereo unspecified)	-1
COC(=O)C1=CN(C(C)C)C=C(C(=O)OC)C1c1ccc(Cl)c([N+](=O)[O-])c1	-8
COc1ccc2cc(C(N)=O)c(=Nc3ccc(C(N)=O)cc3)oc2c1	3

Shown with values ahead of the structure: six of the compounds above
14-3-3g Raf	SMILES
-4	CCCCc1c(C)c(C#N)c2[nH]c3ccccc3n2c1=O
2&-14	COC(=O)c1c(NC(=O)c2ccc(S(=O)(=O)N3CCOCC3)cc2)sc2c1CCN(C)C2
-4	COC(=O)c1ccc(C2C3=C(CC(c4ccc(OC)c(OC)c4)CC3=O)Nc3ccccc3N2C(C)=O)cc1 (stereo unspecified)
-1	CC(CN1CCCC1)OC(=O)c1ccc(C(C)(C)C)cc1 (stereo unspecified)
1	O=C(O)C1C2C=CC(C2)C1C(=O)NCCc1ccccc1 (stereo unspecified)
-2	O=C(c1coc(=O)c2ccccc12)N1CCN(c2ccc([N+](=O)[O-])cc2)CC1
